Screening results: PubChem, Sanford-Burnham Center for Chemical Genomics
APJ ag: APJ receptor agonism; P35414; CHO-K1 APJ PathHunter beta-arrestin, luminescence; 0% DMSO wells, 100% apelin; activation, % at 20 µM; 0.11% of 330,000 active; AID 2520;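 active = activation more than six SD over the plate average, tested at 20 µM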;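 note: 0% = DMSO alone and 100% = apelin-13 at 10 nM; some results filed as inactive read as strong as hits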
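Assay system: engineered CHO-K1 APJ arrestin reporter cells; Amount: 1000 CHO-K1 reporter cells seeded per well; Dosing: one dose, 20 µM compound, 1% DMSO; Times: compound stimulation 90 min at 25 °C, detection 60 min; Measured by: luminescent beta-gal fragment complementation, chemiluminescent substrate; Read-out: APJ–arrestin association signal; Controls: DMSO vs Apelin-13 10 nM.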
XBP1 UPR activ: adaptive UPR (XBP1) activation | CHO-XBP1 luciferase reporter, IRE1-XBP1 UPR activation, luminescence; percent of tunicamycin response, DMSO as zero | activation, % at 20 µM | 0.33% of 330,000 active | AID 463104;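 active = versus positive control, 20 µM dose yields 30% or more activation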;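 note: 100% = tunicamycin at 10 µg/mL and 0% = DMSO only wells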
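Material: IRE1-XBP1 luciferase reporter CHO line / Quantity: one thousand reporter cells per well / Buffer or medium: F12 with 10% serum / Compound: 20 µM single concentration, DMSO 1% / Times: 6 h treatment, 37 °C / Detection: Steady-Glo luciferase glow luminescence, 10 min after reagent addition / Benchmarks: tunicamycin high, DMSO low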
tim23-1 inh: tim23-1 yeast growth inhibition | S. cerevisiae tim23-1 growth, BacTiter-Glo luminescence, 24 h | inhibition, % at 20 µM | 1.3% of 330,000 active;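 active = growth inhibition of the mutant yeast at or above 50%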;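 note: temperature-sensitive mutant grown at 25 °C; plate controls were DMSO-treated mutant yeast for no effect and medium wells lacking yeast for full effect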
NALP3 yeast inh: blocks the NALP3 inflammasome reconstituted in yeast | Yeast reconstituted NLRP3/ASC/caspase-1, beta-gal luminescence, 24 h | inhibition, % at 10 µM | 0.39% of 330,000 active | AID 2825;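 active = inhibition of 50% or more; inactive = inhibition below 50%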;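 note: plate controls were induced DMSO wells for no effect and uninduced yeast grown without galactose for full effect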
Mdm2 MdmX PPI: disrupts the human Mdm2-MdmX interaction; O15151+Q00987; SaOS-2 split-luciferase Mdm2/MdmX complementation, luminescence; inhibition, % at 8 µM; 3% of 330,000 active; AID 485346;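 active = inhibition of at least 50% at 8 µM in the primary screen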
Target sequence (O15151 whole entry, looked up): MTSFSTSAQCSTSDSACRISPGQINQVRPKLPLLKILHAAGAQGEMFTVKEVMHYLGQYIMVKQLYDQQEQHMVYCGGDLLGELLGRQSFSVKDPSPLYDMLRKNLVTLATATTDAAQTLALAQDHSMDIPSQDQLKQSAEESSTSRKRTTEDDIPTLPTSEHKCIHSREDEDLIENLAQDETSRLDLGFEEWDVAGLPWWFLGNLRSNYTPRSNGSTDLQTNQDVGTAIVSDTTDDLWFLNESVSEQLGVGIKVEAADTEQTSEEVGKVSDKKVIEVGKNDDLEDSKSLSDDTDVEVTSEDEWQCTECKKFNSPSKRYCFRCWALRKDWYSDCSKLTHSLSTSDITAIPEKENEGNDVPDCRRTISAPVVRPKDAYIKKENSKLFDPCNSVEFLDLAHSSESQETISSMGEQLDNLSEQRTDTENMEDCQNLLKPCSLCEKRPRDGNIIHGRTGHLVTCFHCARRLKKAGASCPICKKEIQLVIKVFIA
Target sequence (Q00987 whole entry, looked up): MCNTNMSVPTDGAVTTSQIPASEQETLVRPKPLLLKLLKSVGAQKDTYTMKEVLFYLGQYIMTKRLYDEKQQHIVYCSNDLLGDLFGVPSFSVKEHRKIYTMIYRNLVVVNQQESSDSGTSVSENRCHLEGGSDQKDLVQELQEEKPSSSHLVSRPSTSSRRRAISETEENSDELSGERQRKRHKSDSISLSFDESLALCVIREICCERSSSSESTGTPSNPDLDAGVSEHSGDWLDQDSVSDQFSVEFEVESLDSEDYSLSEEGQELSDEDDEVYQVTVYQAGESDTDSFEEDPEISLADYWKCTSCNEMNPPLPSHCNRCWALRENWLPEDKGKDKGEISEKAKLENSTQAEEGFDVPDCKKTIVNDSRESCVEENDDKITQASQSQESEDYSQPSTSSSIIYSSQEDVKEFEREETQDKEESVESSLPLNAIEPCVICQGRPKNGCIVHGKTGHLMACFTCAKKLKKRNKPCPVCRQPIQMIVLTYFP
TIM10 inh: TIM10 yeast growth inhibition | S. cerevisiae TIM10 strain growth, BacTiter-Glo luminescence, 24 h | inhibition, % at 10 µM | 1.4% of 330,000 active | AID 463195;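 active = inhibition of 40% or more at the single tested concentration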;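 note: wild-type TIM10 isogenic control strain grown at permissive 25 °C; 0% = DMSO yeast wells and 100% = minimal medium wells without yeast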
CHOP UPR activ: apoptotic UPR (CHOP) activation; 0.34% of 330,000 active; activation, % at 10 µM; CHO-CHOP luciferase reporter, luminescence; percent of tunicamycin response over DMSO baseline;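 active = at 10 µM dose, activation of 40% or more, normalized to positive control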;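 note: 100% = tunicamycin at 10 µg/mL and 0% = DMSO alone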
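Assay system: CHO cells with stable CHOP pathway luciferase reporter; Buffer or medium: F12 plus 10% serum; Times: 16-18 h cell attachment, then 6 h compound exposure, 37 °C; Signal: luciferase luminescence; Read-out basis: percent activation relative to tunicamycin control; Control set: tunicamycin high control, DMSO low control.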
GRIN3A LBD mod: modulates the human NR3A ligand-binding domain | 2.5% of 340,000 active | AID 1259313 | Tm shift relative to glycine control, % at 25 µM | NR3A LBD differential scanning fluorimetry, Tm shift; 0% = protein alone, 100% = glycine-bound protein;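 active = melting temperature shift of at least 10% of the positive control shift, at one fixed dose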
tim10-1 inh: tim10-1 yeast growth inhibition; S. cerevisiae tim10-1 ts strain growth, BacTiter-Glo, 24 h; inhibition, % at 20 µM; 2.2% of 330,000 active; AID 463190;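 active = inhibition of at least 40%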;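 note: mutant grown at 25 °C; 0% = DMSO wells with yeast and 100% = wells holding no yeast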
An asterisk follows results filed as active; · = no result given.

SMILES	APJ ag	XBP1 UPR activ	tim23-1 inh	NALP3 yeast inh	Mdm2 MdmX PPI	TIM10 inh	CHOP UPR activ	GRIN3A LBD mod	tim10-1 inh
COc1ccc2cc(C(C)C(=O)N3CCC(C)CC3)ccc2c1 (stereo not given)	1	-1	21	17	28	5	0.8	-1	-42
CC1CC(C)CN(CC(=O)N2CCCc3c2c(=O)oc2ccc(OCc4ccccc4)cc32)C1 (stereo not given)	-2	-4	17	17	25	24	-2.6	1	23
CC(=O)NCC(=O)N1CCCC(C(=O)c2ccc(-c3ccccc3)c(F)c2)C1 (stereo not given)	-2	0	-7	-11	18	1	-0.2	1	-6
CC(=O)Nc1ccc2c(c1)C(=O)N(c1ccc(C)cc1)C2=O	2	2	14	0	3	12	7.3	2	24
O=C(NCCN1CCOCC1)/C(=C\c1ccccc1Cl)NC(=O)c1ccccc1	-3	-2	0	8	7	0	0.4	-3	-11
CC/C(=N\Nc1nncc2ccccc12)c1ccc(F)cc1	-4	-2	15	24	6	3	2.2	6	20
Cc1cc(C)c2nc(N3CCC(C(=O)N4CCCC4)CC3)sc2c1	2	2	14	24	-19	7	0.7	0	14
CCCOc1ccc(C(=O)NCCC(=O)NCCCC(=O)OCC)cc1	-5	-1	14	5	9	-1	-2.5	-1	18
CCCCN1C(=S)NC[C@@H]1c1ccccc1	0	1	24	-2	14	2	0.1	4	19
CCCCN=CC1=C(O)CC(c2ccccc2)CC1=O (stereo not given)	-1	1	-2	13	-17	-5	4.1	1	0
CCC(CO)N=C1CC(C)(C)CC(=O)/C1=C(/O)CCCN1C(=O)c2ccccc2C1=O (stereo not given)	-1	-3	15	16	5	-20	-3.0	-4	10
C/C(=N/NC(=O)c1sc(NS(=O)(=O)c2ccccc2)nc1C)c1sc(N)nc1C	-1	-4	1	1	23	9	-1.3	1	-4
CN1CCN(Cc2c(O)c(Cl)cc3c(-c4ccccc4)cc(=O)oc23)CC1	-12	-4	-15	-1	23	2	-0.4	2	15
Cc1ccc(NC(=O)c2c(C)nc3sc(C(=O)NC4CCCC4)c(N)c3c2-c2ccco2)c(C)c1	-5	63*	-10	4	35	3	26	2	-1
CC(=O)NCCNC(=O)c1ccc(NC2=NC3CS(=O)(=O)CC3S2)cc1 (stereo not given)	-5	3	0	-9	-1	-1	0.0	1	-6
COc1ccc(N2CCN(C(=O)c3cc4c(s3)-c3ccccc3S(=O)(=O)C4)CC2)cc1	-3	1	-2	8	-8	1	2.7	-2	2
COc1ccc(CCNC(=O)c2ccc([N+](=O)[O-])cc2Cl)cc1OC	1	-1	9	16	3	-1	1.0	2	3
COC(=O)c1ccccc1NC(=O)c1sc(Cl)nc1C	0	-2	15	17	-4	-2	1.2	1	17
Cc1ccc(SCc2ccc(C(=O)NCc3ccncc3)cc2)cc1	-2	-4	9	2	21	18	-1.1	0	20
Cc1ccn(CCC(=O)N2CCCC(CCC(=O)N3CCN(c4ccccn4)CC3)C2)n1 (stereo not given)	0	-1	6	0	-18	7	1.0	0	-6
O=C(O)C1Nc2ccc(Br)cc2C2C=CCC12 (stereo not given)	6	-4	5	-1	27	-8	1.4	-8	6
c1ccc(-n2nnc3c(N4CCOCC4)ncnc32)cc1	-4	-3	18	32	9	13	-6.8	1	17
O=C(N/N=C/c1ccc(OC(=O)c2cccs2)cc1)c1ccc(F)cc1	-2	3	-24	14	22	-15	0.4	-6	5
Cn1nnnc1SCC(=O)Nc1cc(C(F)(F)F)ccc1N1CCOCC1	-4	-2	12	10	13	3	-2.4	-1	-4
COC(=O)CSc1nnc(-c2cccnc2)n1-c1cc(OC)cc(OC)c1	-3	-1	9	6	23	16	-1.5	0	17
Cc1ccc(OCC(=O)Nc2ccc(CN3CCOCC3)cc2)cc1	5	-4	15	18	-18	-18	1.5	2	-10
c1ccc(-c2nnsc2-c2ncc[nH]2)cc1	1	-5	6	13	-18	-2	-0.8	0	6
Fc1ccc(/C=N/Nc2nn[nH]n2)cc1	-2	1	9	5	1	-6	0.2	-2	0
O=C(CCS(=O)(=O)c1ccc(Br)cc1)NCCC1=CCCCC1	-1	-5	13	10	-3	2	3.6	0	18
Nc1ccc(C(=O)Nc2ccc(OC(F)(F)C(F)F)c(NC(=O)c3ccc(N)cc3)c2)cc1	1	2	13	20	-9	3	6.1	-13	10
Cc1ccc2c(c1)N(CCC(=O)NCC1COc3ccccc3O1)C(=O)CO2 (stereo not given)	-4	0	13	13	12	8	-4.2	-2	19
O=C(c1ccco1)N(Cc1cccc(Cl)c1)C1CCS(=O)(=O)C1 (stereo not given)	2	0	-2	11	13	4	-0.3	1	-12
Cc1ccc(C(=O)O/N=C(\N)c2nonc2N)cc1	-1	-5	26	18	-10	13	-8.6	-5	20
CCCOc1ccc(C(=O)CCC(=O)Nc2ccc(N3CCN(C)CC3)cc2)cc1	-1	-2	-17	26	-29	-254	-0.5	0	-48
CCNc1nc(NC(C)(C)C)nc(N2CCCCC2)n1	-1	-6	45	36	51*	-4	1.9	-2	11
CN1C[C@@H]2C(c3ccc(C(F)(F)F)cc3)C3(c4cccnc4)CC2(C3)[C@H]1c1ccccc1 (stereo not given in full)	3	-1	28	8	7	26	-2.9	0	28
O=C1C2C3C=CC(C4CC34)C2C(=O)N1Cc1ccco1 (stereo not given)	-2	-1	7	-15	0	13	-0.9	-1	-1
O=C(CN1CCCCCC1)Nc1ccccc1[N+](=O)[O-]	-2	1	12	14	14	-3	3.5	1	-1
COc1cc2[nH]c(=O)c(C(=O)NCc3ccccc3Cl)c(O)c2cc1OC	1	-2	-5	5	-8	-2	-3.2	1	-4
Nc1ncccc1OCc1ccc(Br)cc1	-2	-1	16	6	-118	5	3.7	-2	8
O=C(O)c1ccc(NCc2nc3ccccc3n2Cc2ccccc2F)cc1	-6	-2	12	10	20	6	-0.8	0	13
c1cncc(-c2nn3c(Cn4nnc5ccccc54)nnc3s2)c1	-2	0	4	4	28	-12	-0.6	-1	3
COc1ccc2[nH]c3c(=O)n(CCN4CCOCC4)cnc3c2c1	0	2	-2	-8	4	6	1.4	1	5
CCN1CCN(C(=O)/C=C/c2ccc([N+](=O)[O-])cc2)CC1	1	-1	21	-5	2	13	-0.7	-3	2
COc1ccc(C2c3c(-c4ccccc4O)n[nH]c3C(=O)N2Cc2ccco2)cc1OC (stereo not given)	-5	7	19	-12	12	1	-0.8	-3	15
COc1ccc2nc(NC(=O)c3ccc(NS(=O)(=O)c4cccs4)cc3)sc2c1	2	2	3	3	0	11	3.5	25*	8
CCn1c(O)c(N=NC(=O)CNC(=O)Cc2ccccc2)c2ccccc21	-3	0	13	18	-2	8	1.9	1	14
CCn1cc(C(=O)NCCO)c(=O)c2cc(F)c(N3CCN(C)CC3)cc21	-1	1	2	13	0	12	-1.6	5	-5
CCOCCCNS(=O)(=O)c1cc(Br)cc2c1N(C(=O)C1CC1)CC2	-3	3	2	1	13	8	0.8	1	19
O=C(Cc1cccc(F)c1F)NC1CCCN(Cc2ccc(Cl)cc2)C1 (stereo not given)	0	-3	15	24	-27	-6	0.9	-2	5
Cc1cccc(/C(N)=N/OC(=O)c2ccco2)c1	3	-2	59*	3	-36	26	4.7	0	42*
COCCNC(=O)COc1ccccc1C	3	-1	3	13	-5	-7	-1.2	0	1
CCc1nnc(NC(=O)[C@@H](NC(=O)c2ccc(OC)cc2)C(C)C)s1	-1	2	-6	0	19	-1	2.7	1	-1
COc1cc(COC(=O)Oc2ccc(CNC(C)=O)cc2OC)c([N+](=O)[O-])cc1OC	6	1	22	11	38	9	1.0	1	15
O=C(C[C@H]1C[C@H](C(=O)N2CCOCC2)[C@@]2(CCC3CCCC3)c3[nH]c4cc(-c5ccco5)ccc4c3CCN2C1=O)NCCCn1ccnc1	·	10	31	·	48	1	3.1	-1	17
CN1C(=O)C2(C(C#N)=C(N)N(c3ccc(Cl)cc3)C3=C2C(=O)CC(C)(C)C3)c2ccccc21 (stereo not given)	-1	1	19	12	-24	4	-0.9	0	21
CSc1cccc(NC(=O)C2CC(=O)N(Cc3ccccc3)C2)c1 (stereo not given)	8	-6	14	12	2	3	-1.2	0	15
COc1ccc(-c2noc(N3CCC(C(=O)NCCCN4CCCC(C)C4)CC3)n2)cc1 (stereo not given)	0	-1	6	0	31	-3	4.1	0	10
Cc1ccc(-c2nn3c(C)nnc3s2)cc1NC(=O)c1cccnc1	1	4	1	-15	7	7	1.5	0	-2
COc1ccc(/C=N/NC(=O)C2COc3ccccc3O2)cc1OC (stereo not given)	0	-2	11	18	-12	16	-0.2	-3	-9
(list continues)
SMILES	APJ ag	XBP1 UPR activ	tim23-1 inh	NALP3 yeast inh	Mdm2 MdmX PPI	TIM10 inh	CHOP UPR activ	GRIN3A LBD mod	tim10-1 inh
C=CCc1cccc(OC)c1OCCOCCn1ccnc1	-4	-2	2	-5	9	-4	1.3	12*	-11
Cc1nnc(N2CCC(C(=O)N3CCCCC3)CC2)c2nn(-c3ccc(Cl)cc3)c(C)c12	-4	6	-9	10	38	2	-0.5	-3	1
Cc1ccc(C(=O)Nc2ccccc2C(=O)N2CC3(C)CC2CC(C)(C)C3)cc1 (stereo not given)	-5	-2	31	13	17	44*	-2.1	-2	33
Cc1cc(C)n(-c2nc3ccccc3c(=O)n2OCC(=O)N(C)C)n1	0	-4	9	3	13	0	0.2	-14	25
CCN(CC)S(=O)(=O)c1ccc(C(=O)NCc2ccc3c(c2)cc(C)n3C)cc1	-5	-3	0	7	-2	8	2.2	-3	2
CC(=O)c1c(O)cc(O)c(C(C)=O)c1O	-1	0	20	7	8	9	-1.1	-2	20
COc1cccc(Sc2ccccc2/C=N/NC(N)=O)c1	-2	-1	-7	2	53*	-9	-0.2	0	-8
N/C(=N\OC(=O)/C=C/c1ccccc1Cl)c1ccncc1	5	1	27	-38	-291	13	2.1	12*	-8

Record cards (already shown). Order of values: APJ ag | XBP1 UPR activ | tim23-1 inh | NALP3 yeast inh | Mdm2 MdmX PPI | TIM10 inh | CHOP UPR activ | GRIN3A LBD mod | tim10-1 inh
COc1ccc(N2CCN(C(=O)c3cc4c(s3)-c3ccccc3S(=O)(=O)C4)CC2)cc1 reads -3 | 1 | -2 | 8 | -8 | 1 | 2.7 | -2 | 2
CCCCN1C(=S)NC[C@@H]1c1ccccc1 reads 0 | 1 | 24 | -2 | 14 | 2 | 0.1 | 4 | 19
O=C(CN1CCCCCC1)Nc1ccccc1[N+](=O)[O-] reads -2 | 1 | 12 | 14 | 14 | -3 | 3.5 | 1 | -1
Cc1cc(C)n(-c2nc3ccccc3c(=O)n2OCC(=O)N(C)C)n1 reads 0 | -4 | 9 | 3 | 13 | 0 | 0.2 | -14 | 25
c1ccc(-c2nnsc2-c2ncc[nH]2)cc1 reads 1 | -5 | 6 | 13 | -18 | -2 | -0.8 | 0 | 6

Not a hit list. About 8.2% of those tested had a hit in this group.
